Assay outcomes: PubChem, The Scripps Research Institute Molecular Screening Center
M4 ag = human M4 muscarinic receptor agonists, primary screen, CHO-K1 cells, Fluo-8 calcium fluorescence; activation, % at 3 µM; hit rate 0.14% among 360,000; Muscarinic acetylcholine receptor M4 (Homo sapiens), P08173; CHO-K1 hM4/Gqi5; vehicle 0%, full acetylcholine response 100%;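 active = activation above the run mean over all test wells plus 3 SD, cut at about 32% in these data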;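 note: peak over basal fluorescence ratio per well then scaled between controls; 0% = DMSO wells and 100% = acetylcholine at EC100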
Target sequence (P08173 whole entry, looked up): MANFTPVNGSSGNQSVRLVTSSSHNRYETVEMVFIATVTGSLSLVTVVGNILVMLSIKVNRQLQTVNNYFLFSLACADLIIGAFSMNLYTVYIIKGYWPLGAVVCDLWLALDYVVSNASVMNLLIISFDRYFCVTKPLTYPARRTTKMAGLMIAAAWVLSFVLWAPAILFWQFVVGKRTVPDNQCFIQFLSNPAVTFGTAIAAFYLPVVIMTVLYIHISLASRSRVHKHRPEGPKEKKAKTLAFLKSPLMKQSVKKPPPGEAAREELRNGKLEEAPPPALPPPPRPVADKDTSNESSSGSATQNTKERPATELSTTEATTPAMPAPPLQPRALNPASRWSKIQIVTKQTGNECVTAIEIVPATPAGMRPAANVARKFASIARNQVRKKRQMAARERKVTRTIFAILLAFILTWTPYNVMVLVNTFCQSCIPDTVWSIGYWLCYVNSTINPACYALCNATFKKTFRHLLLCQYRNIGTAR
M5 antag = human M5 muscarinic receptor antagonists, primary screen, CHO cells, Fluo-8 calcium fluorescence | Muscarinic acetylcholine receptor M5 (Homo sapiens), P08912 | CHO-hM5 cells, ACh EC80 | inhibition, % at 3 µM | hit rate 0.59% among 360,000 | AID 624040, 2012;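 active = inhibition above a per-plate cutoff, the mean of that plate's test compounds plus 3 SD, cut at about 27% in these data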;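 note: 0% = acetylcholine EC80 with DMSO and 100% = DMSO without agonist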
TAAR1 agonist = human TAAR1 agonists, primary screen, Fluo-8 calcium fluorescence, CHO RD-HGA16 cells | Trace amine-associated receptor 1 (Homo sapiens), Q96RJ0 | vehicle wells 0%, saturating PEA agonist 100% | activation, % at 3 µM | hit rate 0.99% among 360,000;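 active = activation above the mean activation of all test compounds in the run plus 3 SD, cut at about 38% in these data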
Target sequence (Q96RJ0 whole entry, looked up): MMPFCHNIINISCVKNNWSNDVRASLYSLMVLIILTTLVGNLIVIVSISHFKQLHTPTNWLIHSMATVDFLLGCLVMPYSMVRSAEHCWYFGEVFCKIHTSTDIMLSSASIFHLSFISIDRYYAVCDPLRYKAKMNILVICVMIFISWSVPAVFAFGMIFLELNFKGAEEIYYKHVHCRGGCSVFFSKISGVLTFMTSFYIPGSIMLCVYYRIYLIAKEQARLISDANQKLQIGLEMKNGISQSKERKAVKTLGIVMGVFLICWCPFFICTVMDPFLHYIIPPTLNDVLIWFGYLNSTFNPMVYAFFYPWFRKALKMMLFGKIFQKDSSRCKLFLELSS
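Signal – calcium-sensitive Fluo-8 signal, excitation 470-495, emission 515-575 nm · System – RD-HGA16 (CHO) cells co-expressing Gα16 and hTAAR1 · Incubation – 17-24 h seeding, 75 min 37 °C dye, 30 min RT · Compound dosing – 3 µM single concentration · Repeats – no replicates (n 1)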
M1 ag = human M1 muscarinic receptor agonists, primary screen, Fluo-8 calcium fluorescence, CHO-K1 cells, HTS; Muscarinic acetylcholine receptor M1 (Homo sapiens), P11229; CHO-K1 hM1, agonist mode; 0% DMSO, 100% acetylcholine EC100; activation, % at 3 µM; hit rate 0.33% among 360,000;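 active = activation above the run's mean compound activation plus 3 SD, cut at about 16% in these data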;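 note: peak over basal fluorescence ratio within a 140 s kinetic read after compound addition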
CHRM5 PAM = human M5 muscarinic receptor positive allosteric modulators, primary screen, CHO-K1 cells, Fluo-8 calcium fluorescence | activation, % at 3 µM | AID 624038, 2012 | CHO-K1 hM5, ACh EC20 PAM; 0% = ACh EC20, 100% = ACh EC100 | Muscarinic acetylcholine receptor M5 (Homo sapiens), P08912 | hit rate 0.3% among 360,000;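 active = activation above the run cutoff, the mean activation of all test compounds plus 3 SD, cut at about 18% in these data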
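system = human M5 receptor in CHO-K1 cells | compound = one concentration, 3 µM final (nominal) | schedule = Post-acetylcholine fluorescence recording 140 s | signal = Fluo-8 calcium dye fluorescence, kinetic read | benchmarks = low control EC20 acetylcholine (0%), high control EC100 acetylcholine (100%) | repeats = singlicate, one well per test compound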
M1 antag = human M1 muscarinic receptor antagonists, primary screen, CHO-K1 cells, Fluo-8 calcium fluorescence, 1536-well; CHO-K1 hM1, ACh EC80 antagonist; hit rate 1.3% among 360,000; inhibition, % at 3 µM; Muscarinic acetylcholine receptor M1 (Homo sapiens), P11229;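 active = percent inhibition above its own plate's cutoff, namely the mean of that plate's compound wells plus 3 SD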;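 note: peak over basal fluorescence ratio during 140 s after agonist addition; 0% = ACh EC80 plus DMSO and 100% = DMSO alone without agonist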
CHRM5 agonist = human M5 muscarinic receptor agonists, primary screen, CHO-K1 cells, Fluo-8 calcium fluorescence; CHO-K1 hM5 cells; 0% DMSO wells, 100% maximal acetylcholine response; activation, % at 3 µM; hit rate 0.19% among 360,000; AID 624037, 2012;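 active = activation above the run's mean over test compounds plus 3 SD, cut at about 23% in these data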;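 note: signal is peak over basal fluorescence ratio across the kinetic read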
CHRM1 PAM = human M1 muscarinic receptor positive allosteric modulators, primary screen, CHO-K1 cells, Fluo-8 calcium fluorescence, 1536-well | activation, % at 3 µM | hit rate 0.088% among 360,000 | Muscarinic acetylcholine receptor M1 (Homo sapiens), P11229 | AID 588819, 2011 | CHO-K1 hM1, ACh EC20; 0% = ACh EC20, 100% = maximal ACh; in the data active = activation above about 19%, passing the limit was not always enough
M4 antag = human M4 muscarinic receptor antagonists, primary screen, CHO cells, Fluo-8 calcium fluorescence. Muscarinic acetylcholine receptor M4 (Homo sapiens), P08173. CHO-hM4 cells, ACh EC80. inhibition, % at 3 µM. hit rate 0.73% among 360,000. AID 624125, 2012;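 active = inhibition above its plate's cutoff, the mean inhibition of sample wells plus 3 SD, cut at about 27% in these data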;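 note: 0% = acetylcholine EC80 with DMSO and 100% = DMSO without agonist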
The depositor's hits bear a star; nt = not tested or not shown. These rows are one share of the data; the hit share may differ from the screen's.

SMILES | M4 ag | M5 antag | TAAR1 agonist | M1 ag | CHRM5 PAM | M1 antag | CHRM5 agonist | CHRM1 PAM | M4 antag
CS(=O)(=O)N(CC(=O)N1CCc2ccccc2C1)c1ccc2c(c1)OCO2 | 2 | -5 | 2 | -2 | -7 | -7 | -3 | 9 | 4
Cc1ccc2cccc(S(=O)(=O)N3CCN(c4ccccc4F)CC3)c2n1 | 10 | 5 | nt | -3 | -5 | 9 | 4 | -4 | 7
Cc1nnc(NC(=O)c2ccc3ccccc3c2)o1 | 1 | 12 | 9 | 0 | -8 | 7 | -1 | -10 | 2
Cc1ccc(NC(=S)NCc2ccc3c(c2)OCO3)cc1 | 2 | -3 | 6 | -6 | -7 | -9 | -2 | 1 | -3
O=c1c2[nH]c3ccc(F)cc3c2ncn1CCCN1CCOCC1 | 2 | -3 | 1 | -3 | 3 | -6 | 2 | 3 | -1
CC12CC3CC(C)(C1)CC(C(=O)N1CCN(C(=O)C4CCCO4)CC1)(C3)C2 (stereo unspecified) | 2 | -6 | 2 | -3 | 6 | 9 | -2 | -1 | -6
CC/C(=N\NC(N)=O)c1ccc(OC(F)F)cc1 | 1 | -5 | 0 | -3 | 8 | -16 | -4 | 8 | -8
O=C(C1CC1)N1CCc2cc(Br)cc(S(=O)(=O)NC3CCCCC3)c21 | 5 | -8 | 2 | 0 | -8 | 1 | -8 | 4 | -2
Cc1ccc(OCC(=O)Nc2ccccc2Sc2ccccc2)c([N+](=O)[O-])n1 | 0 | 5 | 0 | -7 | -2 | -5 | -3 | 9 | 10
CCC(=O)c1cn(CC(=O)Nc2ccccc2Cl)c2ccccc12 | 1 | -10 | 2 | 0 | 10 | -21 | 3 | 8 | -10
COC(=O)c1cc(OC)c(OC)cc1NC(=O)CN1CCOCC1 | 1 | -5 | 15 | -3 | -2 | 1 | -1 | 2 | 5
O=C(CCNC(=O)N1CC(=O)Nc2ccccc21)Nc1ccc(Br)cc1F | 5 | -12 | 1 | -3 | 11 | 7 | 0 | -3 | 5
COC(=O)c1cc(C(=O)OC)cc(-n2c(C)cc(C=O)c2C)c1 | 0 | 3 | 10 | -5 | 4 | -7 | -4 | 10 | -1
COCCNc1ncnc2c1cnn2-c1ccc(Cl)cc1 | 6 | 19 | 4 | -2 | -4 | -1 | 2 | 2 | 28*
COc1ccc(Cc2nc3ccc(C(=O)N(C)CCn4ccnc4)cc3o2)cc1OC | 0 | 6 | 2 | -3 | -5 | -2 | -2 | 1 | 0
CC(C)C(OC(=O)c1cc2c(s1)CCCCC2)C(=O)NC(N)=O (stereo unspecified) | 0 | 3 | 7 | -7 | -2 | -4 | -2 | -2 | 2
CC(=O)Oc1ccc(/C=c2\sc3ncnn3c2=O)cc1 | 0 | -8 | 7 | -3 | -3 | -5 | -1 | 5 | -16
O=C(Nc1cccc(Cl)c1)C1=CC=CN2CCS(=O)(=O)N=C12 | 2 | 9 | 2 | -3 | 6 | -12 | -1 | 6 | -12
Cc1cccc(C(=O)NC(C(=O)Nc2nc(-c3ccccn3)cs2)C(C)C)c1 (stereo unspecified) | 3 | 8 | 5 | -8 | 0 | 7 | 0 | 5 | 0
CCC(C)N=C1Sc2nc3ccc(C)cc3cc2CN1CCOC (stereo unspecified) | 1 | -5 | 4 | -14 | 1 | 1 | -3 | -11 | 1
CCOC(=O)NC(NCc1ccccc1Cl)(C(F)(F)F)C(F)(F)F | 0 | 0 | 0 | -1 | 6 | -7 | -8 | 4 | 1
CCC1=NN(C(=O)Cc2ccccc2)C(O)(c2ccncc2)C1 (stereo unspecified) | 1 | 9 | 1 | -6 | -6 | 4 | -2 | -7 | -2
O=C(CSc1nc2ccccc2c(=O)n1CCCN1CCOCC1)NCCc1ccccc1 | 1 | -1 | 1 | -7 | 9 | 2 | -5 | 7 | -6
O=C(CN1CCN(C2CCCCC2)CC1)Nc1cccc2ccccc12 | 2 | 1 | 5 | -8 | 8 | -6 | -11 | 4 | -20
COc1cc(OC)c(OC)cc1/C=C/c1ccnc2ccccc12 | 11 | 8 | 7 | 0 | -21 | 10 | 0 | -9 | -7
Cc1ccc(C)c(S(=O)(=O)Nc2ccc3scnc3c2)c1 | 4 | -3 | 4 | -2 | -5 | -10 | -6 | 4 | 7
CN(C)c1ccc(CN(C)C2CCCCC2)cc1 | 1 | -7 | 7 | -10 | 2 | -6 | -3 | 3 | -1
Cc1cc(C)nc(SCc2cccc(C(=O)O)c2)n1 | 0 | 2 | 7 | 0 | 0 | -12 | 0 | 6 | 6
Cn1c(N2CCOCC2)cc(=O)n(C)c1=O | 1 | 4 | 1 | 0 | 2 | -8 | 1 | 11 | -8
COc1ccccc1C(=O)OCC(=O)NC(=O)NCc1ccccc1 | 1 | 6 | 1 | 0 | 1 | -12 | -2 | 12 | -8
Cn1c(N)c(C(=O)COC(=O)c2ccc(Cl)c(S(=O)(=O)N3CCCC3)c2)c(=O)n(C)c1=O | 1 | 0 | 13 | -4 | 5 | 1 | 0 | 0 | -3
CCOC(=O)C1=C(C)NC2=C(C(=O)CCC2)C1c1ccc(O)c(OCC)c1 (stereo unspecified) | 2 | 7 | 3 | -8 | 9 | -8 | -3 | -6 | 17
Cc1noc(C)c1COc1ccccc1C(=O)NNC(=O)C(C)Oc1ccccc1F (stereo unspecified) | 2 | 6 | 1 | -3 | -1 | -11 | 2 | 6 | 2
CCOc1ccc(NC(=O)CN(C)C(=O)c2cc(S(=O)(=O)N(C)C)ccc2N2CCCC2)cc1OCC | 4 | 0 | 3 | -7 | -1 | -3 | 0 | 3 | 1
Cc1c(Cl)c([N+](=O)[O-])nn1CCCC(=O)Nc1cc(Oc2ccccc2)cc([N+](=O)[O-])c1 | 0 | -4 | 1 | -6 | 8 | -16 | -3 | 11 | 3
CC(C)C(c1nnnn1Cc1cccs1)N1CCN(C2CCCC2)CC1 (stereo unspecified) | 1 | 2 | 6 | -7 | 0 | -13 | -9 | 3 | -8
CCC(=O)c1ccc2c(c1)N(CCCN(C)C)c1ccccc1S2 | 5 | 74* | 7 | -5 | -19 | 94* | -1 | -25 | 39*
O=C(COC(=O)C1=Cc2ccccc2OC1)NCc1ccco1 | 4 | -3 | 3 | -7 | 4 | 6 | 1 | -4 | -6
O=C(CNC(=O)C12CC3CC(CC(C3)C1)C2)N1CCN(S(=O)(=O)/C=C/c2ccccc2)CC1 | 1 | -4 | 3 | -3 | 3 | -5 | 0 | 1 | 1
C#CCN1Cc2ccccc2Oc2cc(Br)ccc2S1(=O)=O | -1 | 0 | -2 | -9 | 5 | -12 | 0 | 5 | -3
COc1cc2sc3cc(NCc4ccc5c(c4)OCO5)ccc3c(=O)c2cc1OC | 1 | 10 | 3 | -4 | 5 | -4 | -4 | 1 | 6
O=C1CC(c2nc3ccccc3[nH]2)CN1Cc1ccccc1 (stereo unspecified) | 1 | 3 | 4 | -5 | -6 | 6 | 2 | -1 | 6
COc1ccc(N(C(=O)Cn2nnc3ccccc32)C2(C(=O)NC3CCCC3)CCCCC2)cc1 | -1 | -3 | 13 | -7 | -2 | -2 | 0 | 2 | 3
C=CCNC(=O)c1onc(CSc2cc(C)cc(C)c2)c1C(=O)NCC=C | 2 | 9 | 3 | -9 | -7 | 9 | -2 | -7 | 1
CC(C)CC(OC(=O)CC1Sc2ccccc2NC1=O)C(=O)NC1CCCC1 (stereo unspecified) | 6 | 7 | 5 | -3 | -8 | -5 | -1 | 2 | 2
O=C(NCc1cccnc1)c1cc(C2CCCN(S(=O)(=O)c3cccs3)C2)on1 (stereo unspecified) | 1 | -7 | 1 | -9 | 1 | -9 | 0 | 3 | -11
COCc1cc(C)n(CC(=O)Nc2cc(C)cc(C)c2)c(=O)c1C#N | 1 | 15 | 6 | -8 | -7 | 10 | -3 | -8 | 3
COc1ccc(CNC(=O)CSc2nc(C)cs2)cc1 | 0 | 4 | 3 | -7 | -5 | -2 | -3 | 7 | 10
CC(Nc1n[nH]c(=S)[nH]c1=O)C(=O)OCc1ccccc1 (stereo unspecified) | -2 | -6 | 9 | -3 | 9 | -2 | 4 | 7 | 14
CCCS(=O)(=O)N1CCN(C(=O)c2cccs2)CC1 | 2 | -2 | 9 | -6 | 4 | 3 | 2 | -1 | -1
Cc1ccc2c(c1)N(CCC(=O)NCc1cccs1)C(=O)C(C)O2 (stereo unspecified) | 2 | -1 | 1 | -1 | -2 | -6 | 2 | 7 | 1
CCc1c(O)nc(N2CCN(Cc3ccccc3)CC2)[nH]c1=O | 2 | -1 | 6 | -2 | -6 | -3 | -5 | 3 | -1
CCS(=O)(=O)N1Cc2ccccc2CC1C(=O)Nc1nnc(SCc2c(Cl)cccc2Cl)s1 (stereo unspecified) | 2 | 4 | 3 | -9 | 1 | -1 | -5 | 0 | 5
CCOC(=O)C1CCCCN1S(=O)(=O)c1ccc2c(c1)CC(C)N2C(=O)C1CCC1 (stereo unspecified) | 10 | 3 | 1 | -1 | -2 | 2 | 0 | -4 | -9
Cc1nc2ccc(NC(=O)CS(=O)(=O)c3ccc(F)cc3)cc2s1 | 5 | 8 | 0 | -2 | -4 | -4 | 3 | 6 | 2
COC(=O)c1cc(OC)c(OC)cc1NC(=S)Nc1cccc(C(C)=O)c1 | 1 | -1 | -2 | -5 | 0 | -8 | 0 | 7 | 2
COc1ccc(CNC(=O)CN2C(=O)NC3(CCCCCC3)C2=O)cc1 | 1 | 17 | 1 | -3 | 3 | -7 | 2 | 5 | -1
COc1ccccc1N(C)S(=O)(=O)c1ccc(C(=O)OCC(=O)NCCC2=CCCCC2)cc1 | 8 | 14 | 11 | -6 | -17 | 2 | 0 | -8 | 3
CCCC(=O)Nc1sc(C(=O)Nc2cccc(N)c2)c(C)c1C(=O)OC | 3 | 5 | 0 | -2 | -6 | -12 | 1 | 8 | -3

M4 antag, hit marks shown above
SMILES,M4 ag,M5 antag,M1 ag,CHRM5 PAM,M1 antag,CHRM5 agonist,CHRM1 PAM,M4 antag
COCCNc1ncnc2c1cnn2-c1ccc(Cl)cc1,6,19,-2,-4,-1,2,2,28*
CCC(=O)c1ccc2c(c1)N(CCCN(C)C)c1ccccc1S2,5,74*,-5,-19,94*,-1,-25,39*
